# AmpC inh no detg = qHTS Inhibitors of AmpC Beta-Lactamase (assay without detergent). AmpC nitrocefin hydrolysis, absorbance 480 nm, 0.0001% Triton. AID 485341, 2010. P00811. 330,000 tested, 0.52% active. Potency, µM (series often up to 57.1 µM), for inactives: at the highest dose activity change, negative = inhibition, usual class: inhibitors;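 also: plate controls were no compound for no effect and no enzyme for full effect; nearly all actives have a fitted effect of over 20% in size; some results filed as inactive show a strong effect at the top dose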
# Target sequence (P00811 whole entry, looked up): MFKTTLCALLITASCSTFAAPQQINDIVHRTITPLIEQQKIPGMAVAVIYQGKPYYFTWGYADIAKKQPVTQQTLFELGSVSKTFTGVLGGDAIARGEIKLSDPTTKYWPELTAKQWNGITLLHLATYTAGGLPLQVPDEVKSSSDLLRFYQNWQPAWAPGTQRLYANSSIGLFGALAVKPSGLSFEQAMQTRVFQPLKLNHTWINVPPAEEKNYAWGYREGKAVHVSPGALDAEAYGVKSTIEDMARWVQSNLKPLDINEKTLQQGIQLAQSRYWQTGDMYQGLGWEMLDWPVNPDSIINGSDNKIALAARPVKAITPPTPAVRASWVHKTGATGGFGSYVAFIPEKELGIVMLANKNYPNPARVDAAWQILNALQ
#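 AmpC (5.3 nM in the dispensed reagent) in 20 mM phosphate pH 7.0 with 0.01% (detergent screen) or 0.0001% Triton X-100 was preincubated with compounds for 15 min at room temperature. Nitrocefin was then added from an 800 uM solution, and hydrolysis was followed at 480 nm.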
# Tb PYK inh = qHTS of Trypanosoma Brucei Inhibitors. TbPYK enzyme, Kinase-Glo Plus ATP luminescence, 45 min. 410,000 tested, 0.12% active. Potency, µM (top dose mostly 76.8 µM), for inactives: at the top dose activity, negative = inhibition, usual class: inhibitors. pyruvate kinase (Trypanosoma brucei), Q57TT1; also: nearly all actives have a fitted effect of over 50% in size
#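 Luminescent Kinase-Glo Plus end-point after 45 min room-temperature reaction of T. brucei pyruvate kinase started with 130 uM ADP (final). Buffer TEA 50 mM pH 7.2 with KCl, MgCl2, BSA, Tween-20; titration-based qHTS with fitted concentration-effect curves.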
# The depositor's hits bear a star; [ ] = another dose, or the depositor's remark. Calls follow the shape of the dose curve; as a rule, active = well fitted curve in the direction sought with a large enough effect; inconclusive = small, poorly fitted or top-dose-only effect, or another doubt; inactive = no such curve, though single readings can be large; an effect the other way counts as inactive or inconclusive. Unless noted, % is scaled to controls: 0 for no effect and ±100 for the full control effect; potency is read from the fitted curve at half-maximal effect.
cpd	structure	Tb PYK inh	AmpC inh no detg
1	O=C(Cc1ccsc1)OCC(=O)c1ccccc1	-1%	-30%
2	COC(=O)[C@@]1(C)[C@H]2C(=O)N(C)C(=O)[C@H]2[C@H]2CN=C(SCC(=O)c3ccccc3)N21	-6%	6%
3	C=CCC[C@@H](Cc1ccc(F)cc1)C(=O)OC[C@H](Cc1c[nH]c2ccccc12)NC(=O)[C@@H](CC=C)CC(=O)NCCO	-3%	230%[activator]
4	CCOc1ccc(C(C)=O)cc1COC(=O)CNC(=O)C12CC3CC(CC(C3)C1)C2	7%	22%
5	CN1C(=O)[C@H]2[C@@H](/C=C/c3ccccc3)N3C(=O)CN(Cc4ccccn4)C(=O)[C@@]3(Cc3ccccc3)[C@H]2C1=O	0%	0%
6	CCOC(=O)[C@@H]1[C@H]2COc3cc(OC)ccc3[C@H]2N2C(=O)N(c3ccc(Br)cc3)C(=O)[C@]12C	-3%	23%
7	CCCCC[C@@H]1C=C(C(=O)O)[C@H](c2ccc(Cl)c(Cl)c2)N1S(=O)(=O)c1ccc(C)cc1	5%	-20%
8	CC(=O)C[C@H](O)CC(=O)[C@H]1OC(=O)CCCCCCCCc2ccccc21	0%	157%[activator]
9	CN(C(=O)C1CCCCN1S(=O)(=O)c1ccccc1)c1ccccc1 (stereo not drawn)	-6%	-6%
10	COc1ccc(NC(=O)Nc2ccc3c(c2)C(=O)N([C@H](C)CO)C[C@H](C)[C@@H](CN(C)C(=O)NC(C)C)O3)cc1	0%	9%
11	Nc1ncnc2c1ncn2[C@@H]1O[C@H](CNS(=O)(=O)CCCCl)[C@@H](O)[C@H]1O	-7%	-18%
12	c1cc2c(cc1[C@H]1OCC3C1CO[C@@H]3c1ccc3c(c1)OCO3)OCO2 (stereo partly drawn)	5%	-7%
13	C[C@@H]1CN([C@@H](C)CO)C(=O)c2cccc(NC(=O)C3CCOCC3)c2O[C@H]1CN(C)S(=O)(=O)c1ccc(Cl)cc1	2%	129%[activator]
14	Cc1nc(SCc2nc3ccc([N+](=O)[O-])cc3[nH]2)c2oc3ccccc3c2n1	1%	-28%
15	COc1ccc(C(=O)N2CCC2)cc1S(=O)(=O)NCc1ccc(Cl)cc1	1%	-18%
16	COc1ccc(-c2cc(C(=O)OCC(=O)NC3CC3)c3ccccc3n2)cc1OC	2%	109%[activator]
17	Cc1ccc(NC(=O)CNNC(=O)c2cccc([N+](=O)[O-])c2)cc1[N+](=O)[O-]	0%	-8%
18	Cc1ccc(NC(=O)c2ncn(CC(=O)NCc3ccc4c(c3)OCO4)n2)cc1C	8%	-18%
19	O=C(NC1CCCCC1)c1ccc(-n2cncn2)c([N+](=O)[O-])c1	-3%	-7%
20	C=CC[C@@H](CC(=O)OC(C)(C)C)C(=O)OC[C@@H]1CCCN1C(=O)[C@@H](CC=C)CC(=O)N[C@@H](CO)Cc1ccccc1	3%	274%[activator]
21	Cc1cc(C)n2nc(C(=O)OCC(=O)c3ccccc3)nc2n1	-35%	-19%
22	CC(NCC(=O)Nc1ccccc1C(=O)NC1CC1)c1cccs1 (stereo not drawn)	-3%	-3%
23	C[C@H](CO)N1C[C@H](C)[C@@H](CN(C)C)Oc2c(NC(=O)CCC(F)(F)F)cccc2C1=O	0%	25%
24	Cc1c(C=NNC(=O)c2ccc(Br)cc2)c2ccccn2c1C(=O)c1ccncc1	0%	-14%
25	C[C@@H]1CCC2[C@@H](C)C(=O)O[C@@H]3OC4(C)CCC1[C@@]23OO4 (stereo partly drawn)	7%	-8%
26	O=C(C[C@@H]1C/C=C\CCCC(=O)OC[C@@H]2CCCN2C1=O)N[C@@H](CO)Cc1ccccc1	-6%	75%[activator]
27	CC1CCCC(NC(=O)COC(=O)c2ccc3c(c2)OCCO3)C1C (stereo not drawn)	-6%	-21%
28	CC(=O)c1cccc(NC(=O)CSc2n[nH]c(=O)n2C2CC2)c1	0%	-7%
29	Cc1ccc(NC(=O)c2nc[nH]c2C(=O)NCCCCNC(=O)c2[nH]cnc2C(=O)Nc2ccc(C)cc2)cc1	-5%	-22%
30	C[C@@]12C(=O)NCC(=O)N1[C@@H]1c3cc(Br)ccc3OC[C@@H]1[C@@H]2c1ccccc1	-8%	20%
31	COc1ccccc1-c1sc2ccccc2c1C#CC1(O)CCCCC1	-4%	-6%
32	CN(C(=O)COC(=O)c1ccc2ccccc2n1)c1ccccc1	-1%	-7%
33	Cn1cccc1C1CCCN1CC(=O)Nc1ccc(C#N)c(Cl)c1 (stereo not drawn)	-5%	-57%
34	C=CC[C@@H](CC(=O)N[C@H](CO)Cc1ccccc1)C(=O)N[C@H](C)COC(=O)[C@@H](CC=C)Cc1ccc(F)cc1	-4%	248%[activator]
35	O=C1COc2ccc(C(=O)COC(=O)c3ccccc3F)cc2N1	-4%	-24%
36	C[C@H](CO)N1C[C@H](C)[C@@H](CN(C)S(=O)(=O)c2cccs2)Oc2c(NC(=O)Cc3ccccc3)cccc2C1=O	1%	196%[activator]
37	C[C@H]1COC(=O)[C@H](Cc2ccc(F)cc2)C/C=C\C[C@H](CC(=O)N(CCO)Cc2ccccc2)C(=O)N1	-7%	198%[activator]
38	CC(NC(=O)CSc1ncccn1)c1ccc2c(c1)OCO2 (stereo not drawn)	3%	-10%
39	COc1cc(C=NNC(=O)c2ccc(NS(=O)(=O)c3cccs3)cc2)cc(Br)c1O	-9%	-24%
40	CCOC(=O)C1CCN(C(=O)c2ccc3c(c2)OCCO3)CC1	3%	-22%
41	O=C(C[C@H]1C/C=C\CC[C@H](Cc2ccc(F)cc2)C(=O)OC[C@H]2CCCN2C1=O)NCCO	3%	146%[activator]
42	CN(C(=O)c1cccc(NC(=O)C2CCCN(C(=O)OC(C)(C)C)C2)c1)C1CCC1 (stereo not drawn)	1%	130%[activator]
43	C[C@H](CO)N1C[C@H](C)[C@@H](CN(C)C(=O)NC2CCCCC2)Oc2c(NS(=O)(=O)c3cccs3)cccc2C1=O	2%	222%[activator]
44	CCOc1ccc(OCCCC(=O)N(C)CC(=O)Nc2ccccc2Br)cc1	-1%	38%
45	COc1ccc(CCC(=O)OCC(=O)Nc2sccc2C(N)=O)cc1OC	2%	-23%
46	O=S1(=O)CCOC(CO)CN1Cc1ccc(Cl)c(Cl)c1 (stereo not drawn)	-1%	-19%
47	C#CCOCCOCCOCCNc1nc(N2CCN(C(=O)[C@H](CCCN=C(N)N)n3cc(C(N)[C@@H](C)CC)nn3)CC2)nc(N2CCN(C(=O)[C@H](CCCCN)n3cc([C@@H](N)CC(N)=O)nn3)CC2)n1 (stereo partly drawn)	0%	26%
48	CN(Cc1nc2ccccc2c(=O)[nH]1)C(=O)c1cccc(S(=O)(=O)N2CCc3ccccc32)c1	3%	-3%
49	COc1ccc(Cl)cc1NC(=O)COC(=O)Cc1cc(OC)c(OC)c(OC)c1	-3%	12%
50	O=C(OCC(=O)N1CCc2ccccc2C1)c1ccc(O)cc1	-2%	-18%
51	COC(=O)[C@@]1(C)[C@H]2C(=O)N(Cc3ccccc3)C(=O)[C@H]2[C@H]2CN(C)C(=NC3CCCCC3)N21	-3%	49%
52	Cc1ccc(C(=O)NC(Cc2ccc(C(C)(C)C)cc2)C(=O)O)cc1 (stereo not drawn)	-6%	-13%
53	O=C(NCCCN1CCOCC1)c1cn(-c2ccccc2)nc1-c1ccc(F)cc1	2%	124%[activator]
54	C=CC[C@@H](CC(=O)OC(C)(C)C)C(=O)OC[C@H]1CCCN1C(=O)[C@@H](CC=C)CC(=O)NCCO	-4%	210%[activator]
55	Cc1cccc(C(C)C)c1NC(=O)CSc1ncnc2[nH]ncc12	0%	-3%
56	CCOC(=O)c1cccc(N2CC3CNC(=O)C2(C(=O)OC)N3C)c1 (stereo not drawn)	1%	-9%
57	Cc1ccc(S(=O)(=O)N2CCC[C@H]2C(=O)OCC(=O)N2CCc3ccccc32)cc1	25%	-24%
58	CCCCNc1c(-c2ccc(SC(C)CC)cc2)nc2cnccn12 (stereo not drawn)	-4%	148%[activator]
59	CC[C@]12c3[nH]c4ccc(Cl)cc4c3CCN1C(=O)[C@@H](CC(=O)NCCc1ccccn1)C[C@@H]2C(=O)N1CCN(C(=O)C2CC2)CC1	0%	280%[activator]
60	NS(=O)(=O)c1cccc(NC(=O)CSc2nnc(-c3ccccc3)o2)c1	-7%	-33%

# Going on with the list:
cpd	structure	Tb PYK inh	AmpC inh no detg
61	O=C(COC(=O)c1ccccc1O)NC1CCCc2ccccc21 (stereo not drawn)	0%	-19%
62	C[C@@H](NC(=O)Cn1cnc2c(OCc3ccccc3)ncnc21)c1cccc2ccccc12	-5%	7%
63	O=C(NC1CCS(=O)(=O)C1)c1ccc(Br)s1 (stereo not drawn)	-2%	-15%
64	O=C(CCl)Nc1ccc(S(=O)(=O)NC2=NCCCCC2)cc1	-16%	-12%
65	Cn1c(SCC(=O)NN2C(=O)NC(C)(c3ccccc3)C2=O)nnc1-c1ccncc1 (stereo not drawn)	1%	-21%
66	C#CCOCCOCCOCCNc1nc(N2CCN(C(=O)[C@H](CCCCN)n3cc(CN)nn3)CC2)nc(N2CCN(C(=O)[C@H](CO)n3cc([C@@H](N)C(C)C)nn3)CC2)n1	1%	9%
67	O=C(COc1ccc(Cl)cc1Br)OCC(=O)c1ccc[nH]1	-4%	-38%
68	O=C1c2ccccc2/C(=C\C#Cc2ccccn2)N1c1ccccc1	3%	27%
69	NS(=O)(=O)c1cc(C(=O)OCC(=O)Nc2ccc3c(c2)OCO3)ccc1Cl	-9%	-33%
70	COc1ccc(/C=C2\Oc3ccccc3C2=O)cc1	-13%	22%
71	Cc1nc2ccc(NC(=O)c3cccc(S(=O)(=O)N4CCOCC4)c3)cc2s1	2%	1%
72	CCOC(=O)[C@@H]1[C@H]2COc3cc(OC)ccc3[C@H]2N2C(=O)N(c3ccc(C)cc3)C(=O)[C@]12C	2%	35%
73	COc1ccc(S(=O)(=O)Nc2ccc3c(c2)C(=O)N([C@H](C)CO)C[C@H](C)[C@@H](CN(C)S(=O)(=O)c2c(C)noc2C)O3)cc1	-4%	177%[activator]
74	COc1ccc(NC(=O)N(C)C[C@H]2Oc3ccc(NC(=O)Cc4ccccc4)cc3C(=O)N([C@H](C)CO)C[C@@H]2C)cc1	1%	99%[activator]
75	CCCN(C(=O)CSc1ncccn1)C1CCS(=O)(=O)C1 (stereo not drawn)	1%	-19%
76	CC1CCN(C(=O)CN2C(=O)NC(C)(c3ccc4ccccc4c3)C2=O)CC1 (stereo not drawn)	4%	30%
77	O=C(Nc1cccc(Cl)c1)c1nc[nH]c1C(=O)NCCN(CCNC(=O)c1[nH]cnc1C(=O)Nc1cccc(Cl)c1)CCNC(=O)c1[nH]cnc1C(=O)Nc1cccc(Cl)c1	4%	1%
78	CN(C)S(=O)(=O)c1ccc(Cl)c(C(=O)OCC(=O)c2ccco2)c1	-15%	-12%
79	CN(C(=O)c1ccc(NC(=O)C2CCN(C(=O)OC(C)(C)C)CC2)cc1)C1CCC1	-9%	124%[activator]
80	C[C@H](N)C(=O)NC[C@H]1O[C@@H](n2cnc3c(N)ncnc32)[C@H](O)[C@@H]1O	2%	-5%

# An excerpt of these results, with one line to a screen:
71	Cc1nc2ccc(NC(=O)c3cccc(S(=O)(=O)N4CCOCC4)c3)cc2s1
72	CCOC(=O)[C@@H]1[C@H]2COc3cc(OC)ccc3[C@H]2N2C(=O)N(c3ccc(C)cc3)C(=O)[C@]12C
73	COc1ccc(S(=O)(=O)Nc2ccc3c(c2)C(=O)N([C@H](C)CO)C[C@H](C)[C@@H](CN(C)S(=O)(=O)c2c(C)noc2C)O3)cc1
entry no. | 71 | 72 | 73
Tb PYK inh | 2% | 2% | -4%
AmpC inh no detg | 1% | 35% | 177%[activator]

# Following part
cpd	structure	Tb PYK inh	AmpC inh no detg
81	CCc1sc(C(=O)Nc2ccc(N3CCOCC3)cc2)cc1C	-8%	81%[activator]
82	COC(=O)c1ccc(/C=C/c2c(-c3ccc(OC)cc3)sc3ccccc23)cc1	0%	-26%
83	COC(=O)[C@]1(Cc2ccccc2)N[C@H](CN(C)C(=O)c2ccc(C)cc2)[C@@H]2C(=O)N(C)C(=O)[C@@H]21	4%	61%[activator]
84	CCN(CC(=O)Nc1ccc2c(c1)OCCO2)CC(=O)Nc1ccc(C)c(S(=O)(=O)N(C)C)c1	1%	-1%
85	N#Cc1ccccc1NC(=O)COC(=O)/C=C/c1ccc(S(=O)(=O)N2CCOCC2)cc1	-1%	-11%
86	CN(C)C(=O)CCc1ccc2c3c([nH]c2c1)[C@]1(C)[C@@H](C(=O)N2CCCCC2)C[C@H](CC(=O)NCCN2CCOCC2)C(=O)N1CC3	-3%	18%
87	Cc1nc(SCc2nc3c([N+](=O)[O-])cccc3[nH]2)c2oc3ccccc3c2n1	0%	-8%
88	C[C@H]1CN([C@@H](C)CO)C(=O)c2cc(NC(=O)CCN3CCOCC3)ccc2O[C@H]1CN(C)C(=O)Nc1ccc(F)cc1	1%	79%[activator]
89	CC(C)=C[C@@H]1C[C@H](C)[C@H]2CC[C@H](C)c3c(O[C@@H]4O[C@@H](C)[C@@H](O)[C@@H](O)[C@@H]4O)c(O)c(C)c1c32	2%	151%[activator]
90	Cn1c(=O)c2c(ncn2CC(=O)Nc2cc(S(=O)(=O)N3CCCCC3)ccc2Cl)n(C)c1=O	-1%	20%

# This is a subset. The share of hits here may be higher or lower than overall.
